APJ antagonist: antagonists of human apelin receptor APJ, primary screen, CHO-K1 cells, beta-arrestin complementation, luminescence. inhibition, % at 20 µM. hit rate 0.32% among 330,000;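 active = inhibition above about 40% at 20 µM, limit read from the data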;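 also: cells challenged with 10 nM apelin-13 agonist together with compound; plate controls were apelin-13 plus DMSO wells for no effect and DMSO wells lacking apelin-13 for full effect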
Target sequence (P35414 whole entry, looked up): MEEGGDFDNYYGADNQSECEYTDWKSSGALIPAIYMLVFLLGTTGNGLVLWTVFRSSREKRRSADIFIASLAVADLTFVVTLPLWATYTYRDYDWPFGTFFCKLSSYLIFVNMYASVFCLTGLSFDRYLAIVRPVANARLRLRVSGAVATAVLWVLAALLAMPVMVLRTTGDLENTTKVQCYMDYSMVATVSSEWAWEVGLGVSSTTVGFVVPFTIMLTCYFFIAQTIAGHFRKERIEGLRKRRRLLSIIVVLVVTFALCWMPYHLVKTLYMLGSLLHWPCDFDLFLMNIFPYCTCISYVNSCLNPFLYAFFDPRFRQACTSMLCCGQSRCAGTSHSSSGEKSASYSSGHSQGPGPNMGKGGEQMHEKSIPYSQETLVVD
APJ ag: agonists of human apelin receptor APJ, primary screen, CHO-K1 cells, PathHunter beta-arrestin, luminescence | P35414 | 0% DMSO wells, 100% apelin | activation, % at 20 µM | hit rate 0.11% among 330,000;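 active = activation more than six SD over the plate average, tested at 20 µM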;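 also: 0% = DMSO alone and 100% = apelin-13 at 10 nM; some results filed as inactive read as strong as hits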
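Material: CHO-K1 APJ beta-arrestin complementation cell line; Input: cell density 1000 per well; Incubation: compound stimulation 90 min at 25 °C, detection 60 min; Signal: luminescence from split beta-galactosidase complementation, Galacton Star/Emerald II substrate; Controls: DMSO-only wells as negative, 10 nM Apelin-13 as positive control.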
TIM10 inh: growth inhibitors of isogenic TIM10 control yeast, primary screen, counter-screen for tim10-1 yeast inhibitor project, luminescence, uHTS; S. cerevisiae TIM10 strain growth, BacTiter-Glo luminescence, 24 h; inhibition, % at 10 µM; hit rate 1.4% among 330,000;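 active = inhibition of 40% or more at the single tested concentration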;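 also: wild-type TIM10 isogenic control strain grown at permissive 25 °C; 0% = DMSO yeast wells and 100% = minimal medium wells without yeast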
tim10-1 inh: growth inhibitors of tim10-1 mutant yeast, primary screen, luminescence, uHTS; inhibition, % at 20 µM; AID 463190, 2010; hit rate 2.2% among 330,000; S. cerevisiae tim10-1 ts strain growth, BacTiter-Glo, 24 h;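 active = inhibition of at least 40%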;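 also: mutant grown at 25 °C; 0% = DMSO wells with yeast and 100% = wells holding no yeast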
UPR XBP1 act: activators of adaptive XBP1 UPR arm, primary screen, cell-based, CHO-XBP1 luciferase reporter, luminescence, uHTS. IRE1-XBP1 UPR activation; percent of tunicamycin response, DMSO as zero. activation, % at 20 µM. hit rate 0.33% among 330,000. AID 463104, 2010;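 active = versus positive control, 20 µM dose yields 30% or more activation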;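 also: 100% = tunicamycin at 10 µg/mL and 0% = DMSO only wells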
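Material: IRE1-XBP1 luciferase reporter CHO line / Quantity: one thousand reporter cells per well / Buffer or medium: F12 with 10% serum / Compound: 20 µM single concentration, DMSO 1% / Times: 6 h treatment, 37 °C / Detection: Steady-Glo luciferase glow luminescence, 10 min after reagent addition / Benchmarks: tunicamycin high, DMSO low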
tim23-1 inh: growth inhibitors of tim23-1 mutant yeast, primary screen, luminescence, uHTS. S. cerevisiae tim23-1 growth, BacTiter-Glo luminescence, 24 h. inhibition, % at 20 µM. hit rate 1.3% among 330,000. AID 463212, 2010;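 active = growth inhibition of the mutant yeast at or above 50%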;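 also: temperature-sensitive mutant grown at 25 °C; plate controls were DMSO-treated mutant yeast for no effect and medium wells lacking yeast for full effect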
CXCR6 inh: CXCR6 receptor inhibitors, primary screen, cell-based, beta-arrestin, luminescence, CHO-K1 PathHunter, 1536-well | hit rate 0.36% among 360,000 | C-X-C chemokine receptor type 6 (Homo sapiens), O00574 | inhibition, % at 20 µM; in the data active = inhibition above about 34%, passing the limit was not always enough;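 also: antagonist mode with CXCL16 agonist at 10 nM final; 0% = 10 nM CXCL16 with DMSO and 100% = unstimulated wells without agonist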
Target sequence (O00574 whole entry, looked up): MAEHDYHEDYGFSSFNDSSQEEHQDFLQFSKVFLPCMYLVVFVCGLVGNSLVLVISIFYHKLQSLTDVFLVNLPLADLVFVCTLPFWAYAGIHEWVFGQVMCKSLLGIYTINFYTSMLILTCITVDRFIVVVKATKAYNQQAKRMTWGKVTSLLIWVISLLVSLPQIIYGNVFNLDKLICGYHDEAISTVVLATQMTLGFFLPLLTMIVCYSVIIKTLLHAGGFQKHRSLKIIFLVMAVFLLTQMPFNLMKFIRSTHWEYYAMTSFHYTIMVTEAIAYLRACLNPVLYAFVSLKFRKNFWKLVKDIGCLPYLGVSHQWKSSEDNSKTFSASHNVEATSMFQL
Mdm2-MdmX inh: inhibitors of human Mdm2-MdmX association, primary screen, cell-based, luminescence, split luciferase, SaOS-2, uHTS; Protein Mdm4 (Homo sapiens) + E3 ubiquitin-protein ligase Mdm2 (Homo sapiens), …; SaOS-2 split-luciferase Mdm2/MdmX complementation; inhibition, % at 8 µM; hit rate 3% among 330,000; AID 485346, 2010;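 active = inhibition of at least 50% at 8 µM in the primary screen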
UPR CHOP act: activators of apoptotic CHOP UPR arm, primary screen, cell-based, CHO-CHOP luciferase reporter, luminescence, uHTS. UPR activation; percent of tunicamycin response over DMSO baseline. activation, % at 10 µM. hit rate 0.34% among 330,000. AID 449763, 2010;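 active = at 10 µM dose, activation of 40% or more, normalized to positive control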;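 also: 100% = tunicamycin at 10 µg/mL and 0% = DMSO alone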
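System: CHO CHOP reporter cells. Amount: 500 cells per well. Buffer or medium: F12 medium, 10% FBS. Compound dosing: one dose, 10 µM in 0.5% DMSO. Incubation: 6 h compound exposure at 37 °C after overnight seeding. Technique: Steady-Glo luciferase luminescence. Benchmarks: tunicamycin and DMSO controls.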
* hit, by the source's call; x = not tested or not shown. Only part of the results is shown (hit frequency here may not be typical).

SMILES | APJ antagonist | APJ ag | TIM10 inh | tim10-1 inh | UPR XBP1 act | tim23-1 inh | CXCR6 inh | Mdm2-MdmX inh | UPR CHOP act
O=c1ccc2cc(S(=O)(=O)N3CCN(c4ccccc4)CC3)ccc2o1 | 8 | 2 | -2 | -2 | 2 | 18 | -8 | 17 | -0.9
O=C(O)C1CCCN(S(=O)(=O)c2ccccc2[N+](=O)[O-])C1 (configuration not stated) | 15 | -1 | -7 | -14 | -1 | -15 | 4 | -9 | -0.2
CCCc1ccc(C#N)c(SC2CC(=O)N(c3ccc(OC)cc3)C2=O)n1 (configuration not stated) | -7 | -2 | 10 | 6 | -4 | 10 | 4 | -1 | -0.1
Cc1nc(SCC(=O)NNC(=O)c2ccc(F)cc2)c2ccccc2n1 | 6 | -1 | -9 | -2 | -3 | -3 | 0 | -7 | 0.0
C#CCNCCS(=O)(=O)N(Cc1ccc(Br)cc1)[C@@H](CC(C)C)C(=O)O | x | x | -4 | 22 | 0 | 38 | -5 | 26 | 1.9
Cc1cnc(C(=O)NC2CC(C)(C)Cc3c2cnn3-c2ccccc2)cn1 (configuration not stated) | 17 | 3 | 12 | 25 | -3 | 26 | -1 | 7 | 2.5
CC1C(=O)Nc2ccc(S(=O)(=O)N3CCN(c4cccc(Cl)c4)CC3)cc2NC1=O (configuration not stated) | 9 | 8 | 1 | -1 | -1 | 5 | -5 | 14 | -0.3
COc1cccc(CNC(=O)COC(=O)c2nn(C)c(=O)c3ccccc23)c1 | 3 | -4 | -7 | 8 | -1 | 18 | -4 | 20 | 1.5
Cc1onc(-c2ccccc2Cl)c1C(=O)Nc1cccc2nsnc12 | 13 | -8 | 5 | 14 | 4 | 0 | 0 | 19 | -0.8
Cc1nc(-c2cccc(NC(=O)C(C)Oc3ccccc3)c2)cs1 (configuration not stated) | 11 | 1 | -4 | 30 | -7 | 27 | 2 | 17 | 1.7
CCOC(=O)[C@@H]1[C@H]2COc3ccc(Br)cc3[C@@H]2N2C(=O)N(c3ccc(C(F)(F)F)cc3)C(=O)[C@@]12C | 0 | 9 | -13 | 21 | 0 | -4 | 0 | 9 | -2.2
O=C(O)CCCC(=O)Nc1nc(-c2ccccc2)cs1 | -1 | -3 | -1 | -24 | -5 | 0 | -7 | -1 | 2.4
CC1CCc2c(sc(NC(=O)COC(=O)c3ccc(O)cc3)c2C#N)C1 (configuration not stated) | 22 | 1 | -7 | 4 | -2 | -38 | 4 | 0 | 1.4
O=C(NCCc1ccc(Cl)cc1)C1CCC(=O)N1C1CCCC1 (configuration not stated) | 10 | 1 | 0 | -1 | 0 | -4 | -1 | -3 | 0.4
COc1cccc(CNC(=O)c2cc(C)nc3ccccc23)c1 | 13 | -1 | 16 | 6 | 3 | 4 | -4 | -1 | 1.5
Cc1sc(NC(=O)C2=COCCO2)c(C#N)c1C | 11 | 7 | 15 | 24 | 4 | 35 | -2 | -50 | 4.2
COc1cccc(C(=O)/C=C/Nc2cc(C)ccc2O)c1 | 23 | 0 | 34 | 32 | 8 | 34 | 16 | -18 | 6.7
CCCCCc1ccc(-c2cn(Cc3ccc([N+](=O)[O-])cc3)nn2)cc1 | 1 | 0 | 15 | -8 | 1 | 0 | -13 | 10 | 1.8
CN1CCN(C(=S)NC(=O)c2ccc(C(C)(C)C)cc2)CC1 | 14 | 4 | -1 | 9 | -2 | 21 | 7 | -10 | 4.2
CC(C)(C)OC(=O)N1Cc2ccccc2C[C@H]1C(=O)N1CCC[C@H]1C(=O)O | 3 | -3 | -2 | 11 | -1 | 11 | -2 | 23 | -2.2
O=C(COc1ccccc1[N+](=O)[O-])N/N=C/c1cccs1 | 7 | -2 | -6 | -2 | 1 | -32 | 5 | -14 | 1.0
COc1ccc2c(c1)[nH]c1c(=O)n(CCCN3CCOCC3)cnc12 | 1 | -3 | -7 | -5 | -1 | -7 | -3 | 2 | -1.6
N#Cc1cn(-c2ccccc2)nc1-c1ccccc1 | -1 | -3 | 12 | 21 | 5 | 21 | -1 | 19 | 2.0
Cn1cnnc1SCC(=O)Nc1cc(S(=O)(=O)N2CCCCCC2)ccc1Cl | 1 | -3 | 6 | 9 | -1 | 3 | 3 | -2 | 0.2
CCSc1nnc(-c2ccc(C)cc2)c2ccccc12 | 11 | -3 | 44* | 55* | -1 | 64* | 2 | 0 | -0.6
O=C(CSc1ccccc1F)NCCN1C(=O)CSC1=O | -1 | -1 | -10 | -4 | 0 | -5 | -1 | -11 | 0.0
CN(CCOc1ccc(Cl)cc1)C(=O)c1cc(-c2ccco2)nc2ccccc12 | -45 | 11 | 21 | 31 | -3 | 41 | 4 | 43 | 4.0
FC(F)(F)c1cnc(-n2cc[nH]c2=S)c(Cl)c1 | 18 | -3 | 11 | -5 | -3 | 5 | 1 | -6 | 0.1
COc1ccc([C@H]2CC(=O)C=C(c3cc(Cl)ccc3OC)C2)cc1 | 4 | -4 | -13 | 15 | -2 | 23 | 12 | 47 | 1.8
CCCNC(=O)[C@@H]1CCCN1C(=O)[C@@H]1Cc2ccccc2CN1 | 17 | 0 | 5 | -3 | 1 | -4 | -3 | -3 | 0.2
CCOC(=O)Nc1sc2c(c1C(=O)OCC)CCC2 | 1 | -4 | 4 | 10 | 0 | 22 | 8 | 20 | -0.9
COC(=O)NCC(C)OC(=O)Nc1ccc(Cl)cc1 (configuration not stated) | 5 | -1 | 0 | 6 | 0 | 14 | -2 | 3 | 0.1
Cc1ccc(-c2nc(SCC(=O)NCC3CCCO3)c(-c3ccc(C)cc3)[nH]2)cc1 (configuration not stated) | 17 | 0 | -6 | -12 | -1 | -9 | -6 | 22 | -1.5
COc1ccccc1N1CCN(c2ccc3cc(S(=O)(=O)N4CCCCC4)ccc3n2)CC1 | -2 | 4 | 11 | 5 | -4 | 18 | -3 | 51* | -0.5
O=C(/C=C/c1ccc2c(c1)OCO2)NCc1ccc(F)cc1 | 6 | 2 | 2 | 1 | 1 | 11 | 10 | -6 | -0.1
N/C(CSc1ccc(Cl)cc1)=N\NC(=O)c1ccncc1 | 1 | -3 | -7 | -14 | 1 | 6 | 1 | 23 | -1.7
O=C(Nc1cccc(S(=O)(=O)N2CCCCC2)c1)c1ccc(S(=O)(=O)C(F)F)cc1 | -7 | 2 | 0 | 18 | -1 | 4 | 5 | 29 | 0.1
O=C(/C=C\Nc1ccc2c(c1)OCO2)c1ccc(Cl)s1 | 8 | -3 | 5 | -27 | -7 | -14 | 6 | -85 | -3.1
C=CCn1c(SCC(=O)Nc2ccc(Br)cc2)nc(O)c(CC)c1=O | -56 | 0 | 3 | 7 | -2 | 11 | 2 | -34 | 1.3
COc1ccc(-c2nc(CS(=O)CC(=O)NCc3ccc(F)cc3)c(C)o2)cc1 (configuration not stated) | 19 | 1 | 13 | 19 | -1 | 6 | 3 | 3 | -1.0
O=C(CN1C(=O)NC(CCc2ccccc2)C1=O)N1CCCCCC1 (configuration not stated) | -8 | -1 | 7 | 12 | -3 | 9 | 6 | -3 | 1.2
COc1ccc2sc(SCCCS(=O)(=O)O)[n+](CCCS(=O)(=O)[O-])c2c1 | 18 | 0 | -17 | 7 | -2 | 8 | 8 | 21 | 0.3
C=C(C)C1Cc2c(C)nn(-c3ccccn3)c2C1 (configuration not stated) | 1 | -6 | 5 | 9 | -2 | -3 | -7 | 2 | -1.7
O=C(COC(=O)c1cnccn1)Nc1cc(S(=O)(=O)N2CCOCC2)ccc1Cl | 10 | -2 | -3 | 2 | -1 | 6 | 1 | 18 | 0.0
CC(C)CC(=O)N1CCN(C(=O)c2cccc(F)c2)CC1 | 10 | 0 | 7 | -3 | 0 | 2 | -4 | 19 | -1.0
O=C(C[n+]1cccc(/C=N/O)c1)N1CCCCCC1 | 1 | -1 | -6 | 13 | -6 | -2 | -2 | 0 | -0.5
N=C1C(c2ccccc2)=C(O)CN1c1cccc(S(N)(=O)=O)c1 | -2 | -5 | -5 | -3 | -1 | 12 | -5 | 25 | -2.4
COc1cccc(NC(=O)COc2ccccc2C(N)=O)c1 | 23 | -1 | 6 | 1 | -6 | 23 | -3 | -77 | 1.4

Shown with two lines to a compound: 2 of the compounds above
Results follow in this order: APJ antagonist, APJ ag, TIM10 inh, tim10-1 inh, UPR XBP1 act, tim23-1 inh, CXCR6 inh, Mdm2-MdmX inh, UPR CHOP act
- COc1cccc(NC(=O)COc2ccccc2C(N)=O)c1
    23, -1, 6, 1, -6, 23, -3, -77, 1.4
- O=C(COC(=O)c1cnccn1)Nc1cc(S(=O)(=O)N2CCOCC2)ccc1Cl
    10, -2, -3, 2, -1, 6, 1, 18, 0.0

(list continues)
SMILES | APJ antagonist | APJ ag | TIM10 inh | tim10-1 inh | UPR XBP1 act | tim23-1 inh | CXCR6 inh | Mdm2-MdmX inh | UPR CHOP act
Cc1ccc(NC(=O)c2nc[nH]c2C(=O)N2CCOCC2)c(C(=O)c2ccccc2)c1 | 5 | 0 | -1 | 8 | -1 | 10 | -6 | 16 | -0.6
Cc1ccc(NC(=O)CCc2ccc(S(=O)(=O)N3CCOCC3)cc2)c(O)c1 | 4 | -2 | 2 | 3 | -3 | 18 | -5 | 18 | 0.8
O=C(COC(=O)Cc1ccsc1)NNC(=O)c1ccccc1 | -22 | 1 | 5 | 8 | -1 | 18 | -14 | -13 | -0.3
COc1cccc(C(=O)Nc2ccc(S(=O)(=O)N3CCN(C)CC3)cc2)c1 | 18 | -5 | -9 | 0 | 4 | 5 | 1 | 23 | 6.0
CCOc1ccc(S(=O)(=O)N=C(c2ccccc2)N2CCOCC2)cc1 | 13 | -4 | 2 | 14 | -1 | 18 | 5 | 7 | 1.3
CC1CC(C)CN(CCCNC(=O)c2cn(C)c3ccc(S(=O)(=O)N4CCCC4)cc3c2=O)C1 (configuration not stated) | 3 | -5 | 0 | 15 | -2 | 7 | 4 | 6 | 0.2
CCCc1nc2ccccc2c(C(=O)OCC(=O)c2ccc3c(c2)NC(=O)CO3)c1CC | -1 | 1 | -18 | 15 | 0 | 0 | 9 | 10 | -3.9
COc1ccc(NC(=O)c2cc(CC(C)C)nc3ccccc23)cc1 | 18 | -2 | -13 | -1 | -5 | 21 | -6 | 91* | -1.5
O=C1C=C(NCc2ccco2)CC(c2ccc(Cl)cc2)C1 (configuration not stated) | 17 | -2 | 6 | 11 | 1 | 4 | -5 | 27 | -1.6

Screens from PubChem BioAssay.
